Bioassay records deposited in PubChem by National Center for Advancing Translational Sciences (NCATS).
S-ASM inh: human S-ASM enzyme inhibition | actives 0.006% (n = 340,000) | AID 504937 | P17405 | Potency, µM (doses to about 57.5 µM), without a hit: at the top dose activity change, negative = inhibition, actives largely listed as inhibitors | placental ASM, HMU-PC fluorogenic substrate, 60 min; also: potency is read from the fitted curve at half-maximal effect
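qHTS format. ASM enzyme prepared from human placenta hydrolyses the fluorogenic substrate HMU-PC0 (9 uM final) over 60 min at 37 °C after a 10 min compound preincubation.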
Mito fusion act: inhibitors of mitochondrial division or activators of mitochondrial fusion; AID 485298; S. cerevisiae fusion-defective mutant growth rescue, CellTiterGlo 48 h; Potency, µM (series often up to 46.1 µM), for inactives: top-dose growth rescue (activation), usual class: activators; actives 0.23% (n = 320,000);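 also: potency is read from the fitted curve at half-maximal effect; % of control where 0% means no effect; nearly all actives have a fitted effect of over 45% in size; temperature-sensitive fusion mutants such as fzo1-1 at 37 °C on non-fermentable ethanol glycerol medium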
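Luminescent cell viability in 1536-well qHTS format served as the measure of rescued growth in ts fusion-mutant S. cerevisiae cultured on non-fermentable YPEG for 48 hours at 37C.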
CXXC DNA block: inhibitors of human MLL CXXC domain-DNA interaction; Q03164; MLL-CXXC / FITC-HOXA9 DNA fluorescence polarization; Potency, µM (series often up to 115 µM), for the others: top-dose activity change, negative = inhibition, hits mostly inhibitors; actives 0.037% (n = 290,000); AID 2662; active = well fitted inhibition curve with a large enough effect in the polarisation, with a control signal flat, not every such curve was filed as active; inconclusive = small, poorly fitted or top-dose-only effect, or effect the other way, or a change in a side signal; inactive = no such curve, though single readings can be large or run the other way; the % refers to the polarisation; also: potency is read from the fitted curve at half-maximal effect
Target sequence (Q03164 whole entry, looked up, the tested form may be a part): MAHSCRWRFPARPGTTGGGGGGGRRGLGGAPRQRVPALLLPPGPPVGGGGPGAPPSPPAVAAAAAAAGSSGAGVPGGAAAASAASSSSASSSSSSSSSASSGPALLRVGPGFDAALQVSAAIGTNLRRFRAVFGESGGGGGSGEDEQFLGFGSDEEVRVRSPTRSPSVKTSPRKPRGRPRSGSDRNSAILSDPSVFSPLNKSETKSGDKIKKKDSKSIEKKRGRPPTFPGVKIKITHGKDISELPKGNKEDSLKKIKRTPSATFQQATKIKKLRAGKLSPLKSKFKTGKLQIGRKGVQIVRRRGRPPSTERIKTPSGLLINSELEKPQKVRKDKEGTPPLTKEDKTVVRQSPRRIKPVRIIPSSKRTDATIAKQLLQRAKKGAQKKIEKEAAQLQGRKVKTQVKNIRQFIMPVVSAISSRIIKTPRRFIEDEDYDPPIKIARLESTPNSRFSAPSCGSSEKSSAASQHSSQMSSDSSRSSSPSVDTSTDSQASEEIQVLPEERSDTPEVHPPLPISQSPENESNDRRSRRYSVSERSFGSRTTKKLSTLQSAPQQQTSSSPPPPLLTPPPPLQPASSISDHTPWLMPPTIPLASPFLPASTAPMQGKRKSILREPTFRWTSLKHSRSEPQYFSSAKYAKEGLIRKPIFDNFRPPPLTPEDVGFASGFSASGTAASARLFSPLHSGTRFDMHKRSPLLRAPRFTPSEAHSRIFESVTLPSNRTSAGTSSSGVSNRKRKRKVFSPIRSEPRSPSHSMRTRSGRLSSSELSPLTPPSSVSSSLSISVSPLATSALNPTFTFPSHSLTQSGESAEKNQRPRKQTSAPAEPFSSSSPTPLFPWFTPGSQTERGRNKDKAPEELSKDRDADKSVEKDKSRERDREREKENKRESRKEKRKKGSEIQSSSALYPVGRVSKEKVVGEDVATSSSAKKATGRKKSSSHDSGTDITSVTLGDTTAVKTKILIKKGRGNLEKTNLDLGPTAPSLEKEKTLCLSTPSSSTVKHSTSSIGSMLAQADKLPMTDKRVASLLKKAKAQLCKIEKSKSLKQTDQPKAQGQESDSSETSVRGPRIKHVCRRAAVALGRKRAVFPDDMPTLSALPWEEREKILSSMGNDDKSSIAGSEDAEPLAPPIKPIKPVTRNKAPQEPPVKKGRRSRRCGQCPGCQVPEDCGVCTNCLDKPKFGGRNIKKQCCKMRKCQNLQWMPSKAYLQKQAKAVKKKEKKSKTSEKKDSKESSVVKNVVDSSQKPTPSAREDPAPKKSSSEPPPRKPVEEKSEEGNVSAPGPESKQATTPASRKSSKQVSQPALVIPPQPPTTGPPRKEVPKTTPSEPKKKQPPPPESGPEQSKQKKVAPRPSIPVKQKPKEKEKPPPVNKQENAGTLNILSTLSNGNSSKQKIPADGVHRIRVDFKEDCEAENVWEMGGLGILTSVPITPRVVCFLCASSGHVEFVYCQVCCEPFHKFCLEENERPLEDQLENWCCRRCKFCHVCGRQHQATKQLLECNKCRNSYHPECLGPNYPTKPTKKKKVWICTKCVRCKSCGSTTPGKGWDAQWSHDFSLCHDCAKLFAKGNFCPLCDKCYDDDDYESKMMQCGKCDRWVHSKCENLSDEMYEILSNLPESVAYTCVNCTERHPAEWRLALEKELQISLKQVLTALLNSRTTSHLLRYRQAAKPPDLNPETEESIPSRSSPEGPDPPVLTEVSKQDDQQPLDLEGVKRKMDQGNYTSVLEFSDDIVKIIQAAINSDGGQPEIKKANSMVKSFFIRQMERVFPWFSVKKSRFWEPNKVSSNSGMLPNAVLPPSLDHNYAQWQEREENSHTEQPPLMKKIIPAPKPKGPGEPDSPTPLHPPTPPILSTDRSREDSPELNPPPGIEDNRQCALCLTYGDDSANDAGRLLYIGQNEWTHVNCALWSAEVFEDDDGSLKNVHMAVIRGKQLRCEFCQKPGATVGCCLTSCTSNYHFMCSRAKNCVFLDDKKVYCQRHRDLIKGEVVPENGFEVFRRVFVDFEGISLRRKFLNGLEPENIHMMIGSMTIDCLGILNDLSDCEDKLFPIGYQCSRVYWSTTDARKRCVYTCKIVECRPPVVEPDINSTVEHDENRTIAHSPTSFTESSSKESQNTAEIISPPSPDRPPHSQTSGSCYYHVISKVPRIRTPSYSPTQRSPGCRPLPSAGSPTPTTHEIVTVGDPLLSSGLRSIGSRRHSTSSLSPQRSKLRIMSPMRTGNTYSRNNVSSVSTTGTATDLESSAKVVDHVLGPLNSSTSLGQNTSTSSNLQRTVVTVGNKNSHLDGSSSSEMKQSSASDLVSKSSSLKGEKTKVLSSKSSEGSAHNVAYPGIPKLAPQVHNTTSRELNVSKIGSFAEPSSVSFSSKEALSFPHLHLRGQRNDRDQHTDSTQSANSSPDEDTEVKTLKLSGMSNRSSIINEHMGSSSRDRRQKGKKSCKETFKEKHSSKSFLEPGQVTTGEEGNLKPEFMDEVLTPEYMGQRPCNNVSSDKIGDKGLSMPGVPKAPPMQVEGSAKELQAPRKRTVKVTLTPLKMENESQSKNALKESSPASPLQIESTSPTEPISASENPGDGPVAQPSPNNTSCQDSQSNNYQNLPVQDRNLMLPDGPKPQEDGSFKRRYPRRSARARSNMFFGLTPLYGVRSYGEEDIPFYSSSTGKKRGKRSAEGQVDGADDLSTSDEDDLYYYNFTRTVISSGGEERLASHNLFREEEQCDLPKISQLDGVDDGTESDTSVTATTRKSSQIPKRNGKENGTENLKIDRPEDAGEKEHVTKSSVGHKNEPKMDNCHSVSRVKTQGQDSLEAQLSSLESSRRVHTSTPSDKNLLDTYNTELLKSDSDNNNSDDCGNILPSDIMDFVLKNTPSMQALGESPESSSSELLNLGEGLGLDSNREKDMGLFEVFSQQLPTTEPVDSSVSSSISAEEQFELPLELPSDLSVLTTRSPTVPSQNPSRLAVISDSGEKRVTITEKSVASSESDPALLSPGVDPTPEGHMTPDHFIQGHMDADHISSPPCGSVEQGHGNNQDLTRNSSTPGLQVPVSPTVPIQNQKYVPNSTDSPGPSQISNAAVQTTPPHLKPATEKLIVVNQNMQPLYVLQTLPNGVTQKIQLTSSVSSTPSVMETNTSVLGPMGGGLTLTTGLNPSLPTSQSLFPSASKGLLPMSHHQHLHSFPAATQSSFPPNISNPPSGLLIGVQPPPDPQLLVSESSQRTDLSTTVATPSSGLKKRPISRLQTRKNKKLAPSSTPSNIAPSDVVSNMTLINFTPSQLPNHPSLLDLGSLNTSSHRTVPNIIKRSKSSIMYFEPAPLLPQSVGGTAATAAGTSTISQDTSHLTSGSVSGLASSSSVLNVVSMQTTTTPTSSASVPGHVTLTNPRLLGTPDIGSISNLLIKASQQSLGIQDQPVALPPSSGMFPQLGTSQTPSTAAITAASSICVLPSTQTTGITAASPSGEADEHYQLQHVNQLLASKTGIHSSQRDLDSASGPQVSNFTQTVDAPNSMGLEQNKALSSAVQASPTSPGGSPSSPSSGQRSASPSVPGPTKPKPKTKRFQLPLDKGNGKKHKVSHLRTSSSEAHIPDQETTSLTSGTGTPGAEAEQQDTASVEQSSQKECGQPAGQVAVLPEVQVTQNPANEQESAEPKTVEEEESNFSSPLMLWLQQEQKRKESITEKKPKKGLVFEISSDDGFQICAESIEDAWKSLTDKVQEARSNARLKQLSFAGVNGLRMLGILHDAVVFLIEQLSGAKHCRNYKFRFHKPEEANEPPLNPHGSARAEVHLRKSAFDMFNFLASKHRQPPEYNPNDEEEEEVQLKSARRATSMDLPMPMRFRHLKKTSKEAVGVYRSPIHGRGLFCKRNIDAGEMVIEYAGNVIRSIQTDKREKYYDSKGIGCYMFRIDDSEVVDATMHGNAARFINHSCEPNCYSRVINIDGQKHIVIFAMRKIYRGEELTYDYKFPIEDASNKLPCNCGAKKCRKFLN
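Steps: dispense CXXC domain solution (7 uM) → pin compounds or unlabeled HOX-A9 DNA control → 5 min ambient → add FLSN-HOX-A9 solution (50 nM) → spin → 30 min ambient → fluorescence polarization. Tris pH 7.5/NaCl/DTT/BSA buffer.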
TCR activator: activates T cell receptor signaling; 330,000 tested, under 10 active; primary human leukocytes, anti-CD3, IL-2 HTRF, 48 h; AID 504894; Potency, µM (doses to about 9.22 µM), without a hit: at the highest dose activation of IL-2 secretion, hits mostly activators; also: % of control where 0% means no effect
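Primary human leukocytes receive a-CD3 beads and test compound and are incubated 48 hr. Secreted IL-2 is then assayed by HTRF, measuring 665nm acceptor emission after 320nm excitation of the europium donor.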
AT treatment: potential ataxia-telangiectasia treatments restoring KAP-1 phosphorylation. […] A-T fibroblasts, KAP-1 phosphorylation AlphaLISA; neocarzinostatin DNA damage 30 min before lysis. Potency, µM (top dose mostly 57.5 µM), for the others: at the highest dose activation, usual class: activators. actives 0.19% (n = 320,000); also: potency is read from the fitted curve at half-maximal effect; % of control where 0% means no effect; nearly all actives have a fitted effect of over 45% in size
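hTERT-immortalized A-T patient fibroblasts ([…]), 500 cells/well in OPTI-MEM, 1% FBS, got compounds for 60 min, then NCS for 30 min at 37C. Lysates were then assayed for phospho-KAP-1 by AlphaLISA (anti-pKAP1 donor, anti-KAP1 acceptor beads), 6 hr at 25C.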
a7 integrin act: integrin-mediated muscular dystrophy alleviation activation | Potency, µM (series often up to 38.3 µM), inactives show at the top dose activation, actives largely listed as activators | actives 0.064% (n = 350,000) | alpha7betagal myoblasts, beta-gal FDG fluorescence, 48 h;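 also: potency is read from the fitted curve at half-maximal effect; 100% = response of the positive control SU9516; nearly all actives have a fitted effect of over 60% in size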
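Alpha7betagal+/- myoblasts (passage 13) were plated 16-24 hr, then exposed to compounds (1:260 dilution of DMSO stock) for 48 hours at 37C. After MPER lysis, β-galactosidase reporter activity was read as FDG fluorescence (ex 480/em 540) after 30 minutes.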
Menin MLL FP TR: displaces Texas Red mutant MLL peptide from human menin; Potency, µM (doses to about 61.6 µM), without a hit: at the highest dose FP activity change, negative = inhibition, hits mostly inhibitors; actives 0.23% (n = 270,000); Menin + Texas Red MLL mutant peptide, fluorescence polarization; active = well fitted inhibition curve with a large enough effect in the polarisation, with a control signal flat, not every such curve was filed as active; inconclusive = small, poorly fitted or top-dose-only effect, or effect the other way, or a change in a side signal; inactive = no such curve, though single readings can be large or run the other way; the % refers to the polarisation; also: potency is read from the fitted curve at half-maximal effect; % of control where 0% means no effect; many of its hits are not listed in these tables
MBNL1 CUG block: blocks human MBNL1 binding to CUG repeat RNA; Q9NR56; TR-FRET MBNL1-His/biotin-(CUG)12 binding, 665/545 ratio; Potency, µM (doses to about 57.5 µM), inactives show top-dose activity change, negative = inhibition, usual class: inhibitors; actives 0.036% (n = 280,000); AID 2675; active = well fitted inhibition curve with a large enough effect in the signal ratio, with a control signal flat, not every such curve was filed as active; inconclusive = small, poorly fitted or top-dose-only effect, or effect the other way, or a change in a side signal; inactive = no such curve, though single readings can be large or run the other way; the % refers to the signal ratio; also: potency is read from the fitted curve at half-maximal effect; % is scaled to controls: 0 for no effect and ±100 for the full control effect
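His-tagged MBNL1 binding to biotinylated (CUG)12 RNA was measured by TR-FRET using terbium anti-His antibody (0.055 ng/ul final) and streptavidin-XL665 (5 nM final). Compounds were titrated 92 nM to 58 uM; 60 min at room temperature.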
TSHR antag: human thyrotropin receptor antagonism | TSHR-expressing cells, TSH-stimulated cAMP HTRF, 2 h; stronger effect = lower value | activity change, negative = inhibition, % at 11.5 µM | actives 0.2% (n = 330,000) | AID 504810;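 active = activity change below a set negative limit, meaning inhibition stronger than a set level, cut at about -70% in these data; inconclusive = activity change between two set negative limits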; also: % is scaled to controls: 0 for no effect and ±100 for the full control effect
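TSHR-expressing cells were treated with compounds, then stimulated with TSH at EC80 (4nM final) for 2 hours at 37 deg C. Cellular cAMP was measured by HTRF competition between lysate cAMP and cAMP-d2 for a cryptate-labelled anti-cAMP antibody.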
PTAP TSG101 blk: blocks PTAP/TSG101 interaction to inhibit HIV-1 budding | Q99816 | Fluorescence polarization, FITC-PTAP peptide / Tsg101 binding | Potency, µM (doses to about 115 µM), without a hit: at the top dose activity change, negative = inhibition, most hits filed as inhibitors | 340,000 tested, under 10 active | AID 493005; active = well fitted inhibition curve with a large enough effect in the main read-out, with a control signal flat, not every such curve was filed as active; inconclusive = small, poorly fitted or top-dose-only effect, or effect the other way, or a change in a side signal; inactive = no such curve, though single readings can be large or run the other way; also: potency is read from the fitted curve at half-maximal effect; % of control where 0% means no effect
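Tsg101 binding domain (10 uM final) was mixed with compound and a FITC-labeled PTAP peptide (50 nM final) in HEPES pH 7.5 buffer with NaCl, Tween 20, EDTA and TCEP; fluorescence polarization was read after 20 min at r.t.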
Starred values were filed as active, the others as inactive; ? = inconclusive; nt = no result given; [ ] = remark or other dose. Unless noted, calls follow the shape of the dose curve; as a rule, active = well fitted curve in the direction sought with a large enough effect; inconclusive = small, poorly fitted or top-dose-only effect, or another doubt; inactive = no such curve, though single readings can be large; an effect the other way counts as inactive or inconclusive.

SMILES | S-ASM inh | Mito fusion act | CXXC DNA block | TCR activator | AT treatment | a7 integrin act | Menin MLL FP TR | MBNL1 CUG block | TSHR antag | PTAP TSG101 blk
COc1ccc(CCCc2nnc(SCc3nc4ccccc4c(=O)[nH]3)n2C)cc1C | 2.4% | ? | -5.0% | -5.5% | -0.3% | 7.7% | -15.1% | -3.9% | -1.0 | -4.6%
Cc1ccccc1S(=O)Cc1ccc(C(=O)NCCCN2CCCCC2)o1 (stereo not drawn) | 0.3% | -0.8% | 4.4% | -0.2% | -0.1% | 4.7% | nt | 0.2% | 2.0 | 0.1%
O=C(OCCCN=C1NS(=O)(=O)c2ccccc21)c1ccc([N+](=O)[O-])cc1 | 0.1% | 6.0% | 2.1% | -1.8% | -5.1% | -11.4% | 15.7% | ? | 1.1 | -0.2%
Cc1cccc(NC(=O)Nc2ccc(Br)cc2)n1 | 8.3% | -6.7% | -4.0% | -5.6% | 3.0% | ? | ? | -12.3% | -6.9 | -3.2%
Cc1ccc(N(C(=O)C2CCCC2)C2C=CS(=O)(=O)C2)cc1C (stereo not drawn) | 3.4% | -3.1% | -4.7% | 4.1% | -1.4% | -12.9% | -10.1% | -1.3% | -3.8 | -19.9%
O=S(=O)(Nc1cc(Sc2ncn[nH]2)c(O)c2ccccc12)c1ccccc1 | 1.9% | 0.8% | 3.6% | 6.3% | -7.3% | -68.2%[inhibitor] | ? | ? | -30.9 | -2.0%
COc1ccc(Cl)cc1N(CC(=O)NC(C(C)C)C(C)C)S(C)(=O)=O | 3.2% | -2.0% | -1.2% | 2.2%[46.1 µM] | -1.6% | 2.7% | -6.6% | -26.6% | -13.4 | -0.8%
COc1ccccc1NC(=O)CC1S/C(=N/N=C(\C)C2CCCCC2)NC1=O (stereo not drawn) | -11.8% | 0.3% | -6.2% | -2.4% | 23.1% | -29.1% | nt | 9.2% | 0.4 | -10.2%
CC(C)CC(=O)c1c[nH]c(C(=O)NCc2ccc(F)cc2)c1 | -0.3% | -4.8% | 9.8% | 1.1% | -13.6% | 2.0% | 5.1% | -6.1% | 4.5 | -5.2%
CCOCCCNC(=O)/C(C#N)=C/c1ccc(C)o1 | 2.1% | 8.5% | -0.8% | 1.7% | 2.6% | 29.4% | -6.4% | ? | -17.8 | -1.9%
CCNC(=O)c1nc[nH]c1C(=O)NCC | 1.0% | -3.0% | 3.4% | -0.4% | -1.5% | 10.6% | 3.4% | 3.0% | -5.7 | 3.7%
O=C(O)c1ccccc1C(=O)NC1CCCc2ccccc21 (stereo not drawn) | 3.2% | 7.3% | 9.3% | 1.0% | 3.0% | 2.4% | 4.3% | -2.4% | -5.0 | -5.4%
CC(=O)NC(Cc1cnc[nH]1)C(=O)O (stereo not drawn) | 7.1% | 0.5% | -6.1% | 0.8% | 1.3% | 22.4%[7.66 µM] | 2.3% | -0.3% | -6.6 | -3.5%
COc1ccc(CCNC(=O)/C=C/c2cc(OC)c(OC)c(OC)c2)cc1OC | -0.5% | -2.1% | 12.0% | 4.9% | -0.3% | 1.3% | -7.0% | 5.8% | -8.0 | -1.5%
COC(=O)C1Cc2c([nH]c3ccccc23)C(C(C)C)N1 (stereo not drawn) | 2.5% | ? | 10.0% | -4.1% | -2.9% | -15.0% | 31.5%[activator] | 0.1% | 6.2 | -3.9%
CCC(C)(C)NC(=O)C(c1ccc(OC)cc1)N(C(=O)CCC(=O)Nc1cc(C)on1)C1CC1 (stereo not drawn) | -1.8% | -0.4% | -2.1% | 0.8% | -13.9% | -10.7% | ? | -0.6% | 3.4 | -2.2%
CCn1c(CCCNC(=O)c2ccc(F)cc2)nc2ccccc21 | 1.6% | -6.3% | -6.9% | -1.7% | 5.6% | -0.1% | 5.5% | ? | 1.5 | -4.0%
CN(C)C(=O)CCSc1nnc(-c2ccco2)o1 | 1.1% | 1.2% | 10.2% | 1.8% | 2.6% | -7.4% | -0.7% | -0.5% | 1.0 | -2.6%
COC(=O)c1ccccc1NC(=O)CN1C(=O)NC2(CCCCCCC2)C1=O | 1.0% | 3.7% | nt | nt | -7.9% | 14.3% | nt | nt | -4.6 | -0.7%
Oc1cccc(Nc2ncnc3c2oc2ccccc23)c1 | -0.3% | -12.1% | 15.8% | 0.8% | -7.8% | -7.6% | ? | -3.1% | -1.8 | -0.7%
Cc1cc(N2CCCC2)n2nc(C)c(-c3ccccc3)c2n1 | nt | -3.4% | -3.2% | nt | -4.8% | nt | -6.9% | -7.2% | 9.9 | nt
CC(Sc1ccccn1)C(=O)Nc1ccccc1 (stereo not drawn) | -0.6% | 1.2% | -1.4% | nt | 4.4% | -6.7% | 6.9% | 3.6% | 8.0 | nt
O=C(CCc1nc2sc3c(c2c(=O)[nH]1)CCCC3)Nc1ccccc1Cl | 1.2% | -5.3% | nt | 4.1% | 2.2% | -13.9% | nt | nt | -9.4 | -4.7%
O=C1NC(=S)N/C1=C/c1cccc([N+](=O)[O-])c1O | 3.3% | -1.7% | -4.4% | 1.0% | -9.8% | 27.6% | 31.1%[activator] | ? | -17.0 | 0.2%
O=C(C1=C[C@@H](C2CCCCC2)C[C@@H](OCc2ccc(CO)cc2)O1)N1CCN(Cc2ccc3c(c2)OCO3)CC1 | -0.3% | -3.0% | -0.6% | -2.1% | -4.1% | -40.7% | ? | 0.6% | 0.3 | -7.0%
SMILES | S-ASM inh | Mito fusion act | CXXC DNA block | TCR activator | AT treatment | a7 integrin act | Menin MLL FP TR | MBNL1 CUG block | TSHR antag | PTAP TSG101 blk
COc1ccc(/C=C2\SC(=O)N(CC(=O)NCCC(C)C)C2=O)cc1OC | 4.1% | 0.7% | 7.5% | -1.5% | -0.2% | -16.9% | nt | nt | -7.5 | -1.1%
CCNC(=O)Nc1nc2ccccc2s1 | 4.1% | -1.9% | -5.1% | -0.7% | -0.7% | ? | 2.9% | -1.6% | -5.6 | 1.4%
COC(=O)c1ccc(-c2nc3cc(N)ccc3o2)cc1 | -6.4% | ? | -5.6% | -4.6%[46.1 µM] | 2.3% | 7.7% | -6.8% | ? | 8.4 | 0.3%
CCOc1ccccc1NC(=O)/C(C#N)=C/c1cccnc1 | -2.7% | -0.8% | -18.9% | 8.6% | -1.9% | 0.0% | 3.7% | -1.7% | -11.9 | -2.4%
COc1ccc(OC)c(NC=C2C(=O)OC(C)(C)OC2=O)c1 | 9.3% | 0.3% | -2.9% | -0.1% | -7.4% | 9.6% | -9.0% | 11.8% | -7.4 | -4.6%
CC(CCc1ccccc1)NC(=O)COC(=O)C(CCC(N)=O)NC(=O)c1ccc(F)cc1 (stereo not drawn) | -5.1% | -2.1% | nt | -0.7% | -5.0% | 7.9% | nt | nt | -4.7 | -2.0%
CCOC(=O)C1(Cc2cccc(OC)c2)CCN(Cc2csc(C(C)=O)c2)CC1 | 0.0% | -1.0% | 7.8% | 5.0% | 4.8% | 0.0% | ? | 0.7% | 0.4 | -7.6%
C/C(CC(=O)Nc1ccc2ccccc2c1)=N\NC(=O)c1ccc(O)c(O)c1 | 4.0% | -8.2% | -3.6% | 1.2% | -3.8% | -9.2% | ? | -0.4% | 10.1 | -0.9%
Nc1nnnn1CC(=O)N/N=C/c1ccc(-c2cccc(Cl)c2)o1 | 7.7% | -0.1% | 18.8% | -0.2% | -0.1% | -10.6% | -3.6% | 9.3% | 0.0 | -3.0%
O=C1/C(=C/c2ccncc2)CCC/C1=C\c1ccncc1 | 1.4% | -4.1% | 10.9% | 2.2% | 23.9% | -20.9% | -6.0% | -14.9% | -24.6 | 3.0%
CC1CCN(C(=O)C2CCCN(c3ncnc4c3nc3n4CCCCC3)C2)CC1 (stereo not drawn) | 95.7% | -2.9% | 26.6% | 4.5% | 9.8% | -1.8% | nt | 3.1% | -7.9 | -6.6%
CN(C)c1nc(-c2ccccc2)c2cnn(Cc3ccccc3)c2n1 | 416.4%[activator] | 16.6% | -4.1% | -0.3% | ? | -12.8% | 1.6%[11.7 µM] | 1.4% | 20.4 | -7.5%
COC(=O)c1ccc(NC(=O)CSc2nn3c(=O)c(C)nnc3s2)cc1 | -2.3% | 2.0% | 5.2% | 15.5% | 1.7% | -3.7% | 15.9% | -2.8% | 10.9 | -3.0%
N#CC1(NC(=O)Cn2ncc(Cl)c(Cl)c2=O)CCCCC1 | 0.8% | -6.0% | nt | 0.7% | -15.2% | -18.4% | nt | nt | -16.0 | -8.9%

These rows are one share of the data; rates above refer to the full screens.
